RAD52 anneal inh: RAD52 DNA annealing inhibitors, primary screen, biochemical, FRET, single point, set 2; DNA repair protein RAD52 homolog (Homo sapiens), P43351; recombinant RAD52 DNA annealing, FRET fluorescence; inhibition, % at 18.7 µM; hit rate 0.46% among 360,000;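 active means every replicate showing at least 50% inhibition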
GSIS activator: GLuc luminescence reporter in INS-1E cells, primary screen for activators of glucose-dependent secretion of insulin. hit rate 0.61% among 370,000. INS-1E GLuc reporter insulin secretion, 2-3 h. activation, % at 16.6 µM;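 active means lowest replicate activation of at least 40%, so every replicate reaches that level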;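 further: 0% = median of neutral control wells and 100% = median of IBMX positive control wells; some compounds called inactive have numbers as strong as hits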
esBAF inh: Bmi1 luciferase reporter increase in mESCs, primary screen, esBAF inhibitor project, mouse ES cells, Bmi1 luciferase knock-in, single point; 24 h; 100% = twice the neutral-well signal; reporter increase, % at 12.5 µM; hit rate 2% among 350,000; in the data active means activation above about 40%;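 further: 0% = median of the plate's neutral control wells and 100% = double that signal; a rise in the Bmi1 reporter signal indicates esBAF inhibition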
ERAP1 HTS inh: human ERAP1 aminopeptidase inhibitors, primary screen, biochemical, single point, plate reader; inhibition, % at 10.7 µM; hit rate 0.15% among 340,000; recombinant ERAP1, Leu-AMC fluorescence, 60 min; Endoplasmic reticulum aminopeptidase 1 (Homo sapiens), Q9NZ08;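 active means mean replicate inhibition of at least 30%, or all replicates individually reaching that 30% level; inactive means mean below 30% and not every replicate reaching it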;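 further: 0% = neutral control wells and 100% = L-leucinethiol positive control wells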
ARNT TACC3 PPI: disruptors of ARNT/TACC3 protein interaction, primary screen, biochemical, AlphaScreen, single concentration; Transforming acidic coiled-coil-containing protein 3 (Homo sapiens), Q9Y6A5; AlphaScreen His-ARNT PAS-B/GST-TACC3 binding, luminescence; TACC3 fragment carries E629A point mutation; inhibition, % at 9.99 µM; hit rate 0.66% among 390,000; AID 623870, 2012;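 active means mean inhibition of replicates at least 50% and at least half of replicates each reaching 50%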;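 further: 0% = complete ARNT plus TACC3 wells and 100% = ARNT alone without TACC3; many hits fall short of the cut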
RAD54 inh: inhibitors of human RAD54 branch migration, primary screen, biochemical, fluorescence, single point; DNA repair and recombination protein RAD54-like (Homo sapiens), Q92698; RAD54 Holliday junction branch migration, FAM/BHQ fluorescence; inhibition, % at 10.4 µM; hit rate 0.14% among 360,000;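 active means mean normalized replicate activity at least 40 and at least half of replicates scoring 40 or more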;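 further: 0% = median of neutral control wells and 100% = median of positive control wells; inhibitors cause a drop in the FAM fluorescence signal; in these data hits start at about 50%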
Target sequence (Q92698 whole entry, looked up): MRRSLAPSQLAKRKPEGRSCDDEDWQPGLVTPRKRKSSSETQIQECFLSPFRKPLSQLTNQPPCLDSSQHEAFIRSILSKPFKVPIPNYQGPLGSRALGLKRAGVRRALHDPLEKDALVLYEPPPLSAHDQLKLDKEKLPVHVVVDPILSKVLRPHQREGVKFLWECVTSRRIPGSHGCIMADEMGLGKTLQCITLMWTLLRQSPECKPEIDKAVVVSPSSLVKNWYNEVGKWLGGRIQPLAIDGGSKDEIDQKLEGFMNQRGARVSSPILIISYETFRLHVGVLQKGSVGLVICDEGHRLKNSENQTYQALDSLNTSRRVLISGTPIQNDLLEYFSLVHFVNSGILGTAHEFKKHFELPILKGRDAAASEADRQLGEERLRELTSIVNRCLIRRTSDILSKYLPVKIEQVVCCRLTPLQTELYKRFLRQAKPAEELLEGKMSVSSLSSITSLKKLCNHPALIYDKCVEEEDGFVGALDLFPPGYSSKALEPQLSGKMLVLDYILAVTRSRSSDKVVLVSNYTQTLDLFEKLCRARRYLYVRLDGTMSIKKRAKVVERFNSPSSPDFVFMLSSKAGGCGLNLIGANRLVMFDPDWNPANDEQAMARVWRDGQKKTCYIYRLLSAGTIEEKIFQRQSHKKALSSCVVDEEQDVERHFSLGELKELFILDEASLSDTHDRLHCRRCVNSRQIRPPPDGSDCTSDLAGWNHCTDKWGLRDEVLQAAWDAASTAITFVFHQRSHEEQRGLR
CFTR F508del cor: F508del CFTR correction, initial screen, CFBE line, single point | CFBE cells, YFP halide quenching; stimulated with forskolin plus potentiator P3; % fluorescence drop versus neutral controls | activity (quench increase), % at 7.58 µM | hit rate 0.36% among 350,000 | AID 720511, 2013;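 active means mean added fluorescence quench of at least 8% versus neutral control, with both replicates also reaching 8%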;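 further: cells transiently co-express mutant CFTR-F508del with the halide-sensitive YFP; corrector assay measuring rescue of mutant channel to the surface after 24 h compound exposure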
Xi reactivation: activators of inactive X chromosome reactivation, primary screen, imaging, XiGFP fibroblasts, GFP high-content imaging, set 2. hit rate 0.055% among 360,000. activation, % at 7.58 µM. XiGFP mouse fibroblasts, % GFP-positive cells imaging, 3 d; cells co-treated with 5-aza-dC sensitizer; scaled so ellipticine positive control = 100%. AID 743238, 2013;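 active means mean normalized replicate activation at least 10% and every replicate at or above 10%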;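 further: 0% = median of on-plate neutral control wells and 100% = ellipticine 6 µM median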
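material = 68-5-11 XiGFP fibroblast line | medium = DMEM plus 5-aza-dC sensitizer | schedule = 3 days compound exposure | benchmarks = positive control ellipticine, 6 µM final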
* marks the source's active call; other numbers are inactive results; / = not tested or not shown.

Each structure is followed by: RAD52 anneal inh | GSIS activator | esBAF inh | ERAP1 HTS inh | ARNT TACC3 PPI | RAD54 inh | CFTR F508del cor | Xi reactivation
(1) C[C@H](CO)N1C[C@H](C)[C@@H](CN(C)Cc2ccc(-c3ccccc3)cc2)Oc2ccc(NS(C)(=O)=O)cc2CC1=O
 : 30 | -26 | -7 | -2 | 11 | 7 | -0.1 | 0.1
(2) O=C(NCc1ccccc1)C1=C[C@H](c2coc3ccccc3c2=O)C[C@H](OCCCCO)O1
 : -24 | 7 | 4 | 0 | 1 | 2 | 1.2 | 0.5
(3) CCOc1ccc2nc(NC(=O)C3CCN(S(=O)(=O)c4cnc[nH]4)CC3)sc2c1
 : -15 | -8 | 1 | 0 | / | 9 | 3.3 | 0.0
(4) O=C(Nc1ccccn1)c1cc2cc([N+](=O)[O-])ccc2s1
 : -3 | 9 | / | 1 | -4 | -12 | 0.0 | -0.1
(5) Cc1ccc(S(=O)(=O)N(C)C[C@H]2OCCCC[C@@H](C)Oc3ccc(NC(=O)NC4CCCCC4)cc3C(=O)N([C@H](C)CO)C[C@H]2C)cc1
 : -9 | -24 | -4 | 5 | -8 | 9 | -2.4 | 0.3
(6) COc1cc(O)c(C(CC(=O)N2CCCCC2)c2cc(OC)c(OC)c(OC)c2)c(OC)c1 (centres undefined)
 : 5 | -20 | 10 | -4 | 2 | 3 | 1.1 | 0.0
(7) CCOc1ccc(C(NC(=O)CC)c2c(O)ccc3ccccc23)cc1 (centres undefined)
 : -12 | -19 | -8 | / | 1 | -4 | 3.3 | 0.4
(8) Cc1ccc(C(=O)Nc2ccc(Br)cc2)cc1S(=O)(=O)Nc1ccccn1
 : / | -8 | / | / | -4 | -7 | / | 0.0
(9) CCCNC(=O)C[C@@H]1CC[C@H]2[C@@H](COc3ccc(NC(=O)NCCC)cc3C(=O)N2C)O1
 : -12 | -3 | / | -1 | / | / | 0.2 | 0.0
(10) C=CCNC(=O)[C@H]1[C@@H]2C(=O)O[C@@H](c3ccccc3)[C@@H](c3ccccc3)N2[C@@H](c2ccc(O)cc2)[C@]12C(=O)N(C(=O)OCCOC)c1ccc(C#Cc3ccc(OC)cc3)cc12
 : 6 | / | / | 1 | 5 | -2 | -1.5 | /
(11) Cc1noc(C)c1NC(=O)N(C)C[C@H]1OCCCC[C@@H](C)Oc2ccc(NS(=O)(=O)c3ccccc3)cc2C(=O)N([C@@H](C)CO)C[C@H]1C
 : 19 | -7 | 3 | -3 | -2 | -6 | -1.4 | 0.0
(12) CCCc1cn(CC[C@@H]2CC[C@H](NC(=O)Nc3ccc4c(c3)OCO4)[C@H](CO)O2)nn1
 : 10 | -5 | 6 | -3 | -9 | -3 | 0.2 | -0.3
(13) Cc1ccc(-n2c(CSc3nc(C)cc(C)n3)n[nH]c2=S)cc1
 : 2 | 0 | / | 6 | / | / | 1.8 | 0.0
(14) Cc1ccccc1C(=O)c1cccn1CC(=O)NCC1CCCO1 (centres undefined)
 : / | 4 | -4 | / | 11 | -2 | / | /
(15) OCC[C@H]1C[C@@H](O)[C@H](O)[C@]2(CCc3ccccc3O2)O1
 : 0 | -5 | -1 | 0 | 4 | -3 | 7.1 | 0.0
(16) COc1ccc([N+](=O)[O-])cc1NC1CCCCC1
 : / | -5 | 6 | / | 0 | 6 | / | /
(17) COc1cccc(C=Nc2cc(C(C)C)c(O)cc2C)c1O
 : -224 | 5 | / | -3 | 37 | / | -2.5 | 0.1
(18) COCCC(=O)N1CCC(Oc2ccc(C(=O)NC3CCOC(C)(C)C3)cc2)CC1 (centres undefined)
 : -5 | 68 | -2 | 1 | 3 | 4 | -0.4 | 0.2
(19) CC1=C(C(=O)OCc2ccccc2)C(c2ccc(C(C)(C)C)cc2)NC(=O)N1CCCCCC(=O)O (centres undefined)
 : -15 | -12 | -10 | / | -10 | -5 | -3.3 | 0.1
(20) CO[C@H]1CN(C)C(=O)c2ccc(NC(=O)c3ccc(F)cc3)cc2OC[C@H](C)N(C(=O)c2ccc(F)cc2)C[C@@H]1C
 : 16 | -9 | 1 | 0 | -11 | -7 | 0.4 | 0.0
(21) O=C(Nc1ccc(N2CCCC2)cc1)c1cccc(Cl)c1
 : -10 | 34 | -7 | 0 | 8 | -9 | 1.2 | 0.0
(22) CCN(CC)S(=O)(=O)c1ccc(N2CCOCC2)c(NC(=O)c2sccc2C)c1
 : -32 | / | 6 | 3 | -3 | -6 | 0.3 | 0.3
(23) C=CCNc1nc(-c2c(C)nc3ncccn23)cs1
 : -20 | 5 | -1 | -1 | 13 | -1 | -0.4 | -0.1
(24) O=C(N/N=C/c1ccc(C(=O)O)cc1)C(=O)N1CCCCCC1
 : -9 | 25 | -4 | -4 | -2 | 8 | 0.1 | 0.2
(25) Cn1c2ccccc2c(=O)c2cc(NCCCN3CCOCC3)ccc21
 : 70* | 22 | 33 | 52* | 4 | 116* | 2.9 | 0.0
(26) O=C(OCC(=O)N(c1ccccc1)C1CCCCC1)c1ccc(CO)cc1
 : 1 | 31 | 0 | -2 | -12 | 1 | -2.5 | 0.4
(27) O=C(COC(=O)c1cccc(Br)c1)NCCc1ccccc1
 : -10 | 4 | -13 | -2 | -9 | 4 | 2.8 | 0.2
(28) COc1ccc2cc(CO)c3cc(OC)c(OC)cc3c2c1
 : -10 | 17 | -17 | 3 | 3 | 22 | -2.3 | 0.0
(29) Cc1ccc(S(=O)(=O)Nc2ccc3c(c2)C(=O)N([C@@H](C)CO)C[C@H](C)[C@@H](CN(C)C(=O)Nc2ccc(F)cc2)OCCCC[C@@H](C)O3)cc1
 : -25 | -29 | 1 | -3 | 3 | 7 | -3.8 | 0.1
(30) O=C(Cc1ccncc1)NCC[C@@H]1CC[C@H](NC(=O)C2CCCCC2)[C@@H](CO)O1
 : -19 | -16 | 1 | 1 | 6 | -8 | -0.9 | 0.3
(31) CC(=O)N1CCN(S(=O)(=O)c2cccc(C(=O)OCC(=O)NCc3ccccc3Cl)c2)CC1
 : 1 | -4 | 0 | 1 | / | 2 | 0.3 | 0.0
(32) O=C(/C=C/c1ccc2c(c1)OCO2)Nc1cccnc1
 : -15 | 25 | / | 3 | 1 | / | 0.6 | 0.2
(33) Cc1cnc(C(=O)N2CCN(S(=O)(=O)c3cc(C(F)(F)F)cc(C(F)(F)F)c3)CC2)cn1
 : -7 | 5 | 9 | -1 | / | 1 | -2.9 | 0.0
(34) O=C(CSCC(=O)NCc1ccco1)NCc1ccco1
 : -8 | -6 | 2 | 3 | -3 | -11 | 0.1 | /
(35) CC(=O)c1cccc(NC(=O)Cn2cnc(S(=O)(=O)N3CCc4ccccc43)c2)c1
 : -14 | 11 | -1 | -1 | -1 | 0 | 0.0 | 0.0
(36) Cn1cnc([N+](=O)[O-])c1Sc1nc(N)nc2c1ncn2C1CC(O)C(CO)O1 (centres undefined)
 : -14 | -2 | / | 4 | -1 | / | -0.2 | -0.1
(37) NS(=O)(=O)c1cc(C(=O)N2CCNC(=O)C2)ccc1Cl
 : -13 | 3 | -5 | 0 | -1 | / | 0.3 | 0.2
(38) CC1(C(=O)NCC2CC2)Cc2c(-c3cccc(C(F)(F)F)c3)ccnc2O1 (centres undefined)
 : 11 | -16 | 3 | 1 | / | 2 | 1.6 | -0.1
(39) COCCNC(=O)Cc1ccc(F)cc1
 : -1 | 11 | / | 1 | -4 | / | / | 0.1
(40) COc1ccc(NC(=O)c2cccc(S(=O)(=O)N3CCN(c4ccccc4)CC3)c2)c(OC)c1
 : -5 | -4 | 10 | -7 | 2 | -9 | 5.0 | 0.3
(41) COc1ccc(CNC(=O)C/C(C)=N/NC(=O)c2ccccc2OC)cc1
 : -15 | -16 | 6 | -2 | -5 | -8 | 0.6 | 0.4
(42) CN(C(=O)COC(=O)c1ccccc1OCc1ccc(Cl)cc1)c1c(N)n(Cc2ccccc2)c(=O)[nH]c1=O
 : -4 | 7 | 4 | 0 | -1 | 5 | 1.0 | 0.5
(43) COc1cccc(-n2cnc(=O)c3cccnc32)c1
 : -4 | 28 | / | 0 | / | / | -2.1 | 0.1
(44) O=C(c1cn(Cc2ccccc2)nc1-c1cccnc1)N1CCN(Cc2ccccc2)CC1
 : 0 | -5 | 2 | -1 | 5 | 10 | -1.3 | -0.1
(45) O=C(c1ccncc1)N1CC2(C1)[C@@H](c1ccccc1)[C@@H](CO)N2CC1CCCC1
 : -3 | -10 | / | 1 | / | / | -1.4 | 0.2
(46) C[C@@H]1CN([C@H](C)CO)C(=O)c2cc(-c3cccc(C#N)c3)cnc2O[C@@H]1CN(C)Cc1ccccc1
 : -10 | -3 | 2 | 2 | 3 | 1 | -2.3 | -1.0
(47) COc1ccc(-c2nc(CS(=O)CC(=O)NC3CCCCC3)c(C)o2)cc1 (centres undefined)
 : -12 | -1 | 0 | -1 | 1 | 23 | -1.6 | 0.1
(48) Cc1cccc(C(=O)NNC(=O)CCn2nnc3ccccc32)c1
 : -14 | 1 | / | -3 | -3 | / | 1.9 | 0.0
(49) Cc1ccc(OCc2cc(C(=O)NC(C)Cc3cccc(C)n3)no2)cn1 (centres undefined)
 : -12 | 8 | -6 | -7 | -2 | 7 | -2.0 | 0.0
(50) CCOCC(=O)Nc1ccc(Br)c(C)c1
 : -3 | 7 | / | -3 | -9 | / | -1.1 | 0.0
(51) CC(C)C[C@@H]1Cc2[nH]c(=S)[nH]c(=O)c2[C@H](CCc2ccccc2)O1
 : -11 | 7 | / | / | / | / | -1.4 | 0.0
(52) CC(C)NC(=O)N(C)C[C@H]1Oc2ccc(N(C)C)cc2CC(=O)N([C@@H](C)CO)C[C@@H]1C
 : 2 | 7 | -6 | 3 | 60* | 7 | 0.9 | 0.0
(53) CCCCN1C(=O)C(CC(=O)NCCCN(C)C)CC(C(=O)N2CCCCCC2)=C1C (centres undefined)
 : -11 | 16 | / | 0 | / | / | -1.3 | 0.0
(54) CCOC(=O)N1CCC(NC(=O)CCc2c(C)nc3nc(C)nn3c2C)CC1
 : / | 8 | 3 | / | 4 | -1 | / | /
(55) CO[C@@H]1CN(C)C(=O)c2ccc(NC(C)=O)cc2OC[C@@H](C)N(C(=O)Nc2ccccc2F)C[C@H]1C
 : 1 | 17 | 3 | -4 | 1 | -3 | -2.0 | 0.4
(56) O=C(NCCN1C(=O)S/C(=C\c2cccnc2)C1=O)C1CC(=O)N(Cc2ccco2)C1 (centres undefined)
 : -5 | 8 | -1 | 1 | -7 | / | 0.5 | 0.0
(57) O=C(COC(=O)c1ccc(F)cc1)NCC1CCCCC1
 : -11 | 0 | -9 | 2 | 3 | 2 | 1.1 | 0.2
(58) CCCNC(=O)c1cc(C2CCCCN2S(C)(=O)=O)on1 (centres undefined)
 : 4 | 13 | -4 | 1 | / | -4 | -3.1 | -0.1
(59) Cc1cccc(NC(=O)c2ncn3c2C(=O)N(C)CC3)c1
 : 1 | 11 | -1 | 2 | / | 1 | -1.2 | 0.1

Taken from above.
CO[C@@H]1CN(C)C(=O)c2ccc(NC(C)=O)cc2OC[C@@H](C)N(C(=O)Nc2ccccc2F)C[C@H]1C | RAD52 anneal inh: 1
CCCCN1C(=O)C(CC(=O)NCCCN(C)C)CC(C(=O)N2CCCCCC2)=C1C (centres undefined) | RAD52 anneal inh: -11
